Bioassay records deposited in PubChem BioAssay by Johns Hopkins Ion Channel Center.
KCNQ2 inh = KCNQ2 channel blockers in CHO-K1 cells – cell-based, FluxOR thallium flux, B-score, primary screen (AID 2156); O88943; 20 min; hits give low values; B-score at 10 µM; 310,000 tested, 1.1% active;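 active = fluorescence ratio B-score at most minus 3 library SDs, with starting brightness B-score within 2 library SDs, cut at about -5.5 in these data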
CHT block = human CHT choline transport inhibition. B-score at 10 µM. 310,000 tested, 0.86% active. CHT-expressing cells, membrane potential dye, choline response; hits give low values;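 active = B-score over 3 SD under the library average, and starting fluorescence ratio not unusually high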;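 also: choline stimulus applied at its EC90 after an EC20 pre-addition; B-score computed on integrated fluorescence ratio after choline addition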
Target sequence (Q9GZV3 whole entry, looked up): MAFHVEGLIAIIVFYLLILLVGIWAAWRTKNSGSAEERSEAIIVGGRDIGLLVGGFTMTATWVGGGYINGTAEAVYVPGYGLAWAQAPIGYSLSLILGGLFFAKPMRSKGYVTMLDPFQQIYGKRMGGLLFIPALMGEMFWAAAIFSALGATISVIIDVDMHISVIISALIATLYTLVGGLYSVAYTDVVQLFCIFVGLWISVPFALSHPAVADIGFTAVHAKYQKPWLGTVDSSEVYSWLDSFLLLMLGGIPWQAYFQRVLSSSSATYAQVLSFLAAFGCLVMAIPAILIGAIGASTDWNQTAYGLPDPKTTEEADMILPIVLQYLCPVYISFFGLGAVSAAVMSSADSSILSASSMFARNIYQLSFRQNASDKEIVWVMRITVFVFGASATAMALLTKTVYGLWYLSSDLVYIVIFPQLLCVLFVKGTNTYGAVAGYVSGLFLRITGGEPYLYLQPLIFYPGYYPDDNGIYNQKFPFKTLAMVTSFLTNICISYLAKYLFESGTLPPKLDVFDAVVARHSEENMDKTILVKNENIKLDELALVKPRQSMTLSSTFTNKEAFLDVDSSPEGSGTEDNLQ
Kir21 inh = inhibitors of mouse Kir2.1 inward-rectifier potassium channel; P35561; HEK293-Kir2.1, FluxOR thallium flux fluorescence; hits give low values; B-score at 10 µM; 310,000 tested, 0.85% active; AID 1672;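 active = fluorescence ratio B-score at or below minus 3 SD of library scores, with starting-brightness B-score within 2 SD, cut at about -4.2 in these data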;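 also: channel flux triggered by added potassium and thallium sulfate stimulus; B-score of peak minus minimum fluorescence over baseline after thallium stimulus; more negative B-score means stronger Kir2.1 block with less thallium influx; some compounds called inactive have numbers as strong as hits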
Target sequence (P35561 whole entry, looked up): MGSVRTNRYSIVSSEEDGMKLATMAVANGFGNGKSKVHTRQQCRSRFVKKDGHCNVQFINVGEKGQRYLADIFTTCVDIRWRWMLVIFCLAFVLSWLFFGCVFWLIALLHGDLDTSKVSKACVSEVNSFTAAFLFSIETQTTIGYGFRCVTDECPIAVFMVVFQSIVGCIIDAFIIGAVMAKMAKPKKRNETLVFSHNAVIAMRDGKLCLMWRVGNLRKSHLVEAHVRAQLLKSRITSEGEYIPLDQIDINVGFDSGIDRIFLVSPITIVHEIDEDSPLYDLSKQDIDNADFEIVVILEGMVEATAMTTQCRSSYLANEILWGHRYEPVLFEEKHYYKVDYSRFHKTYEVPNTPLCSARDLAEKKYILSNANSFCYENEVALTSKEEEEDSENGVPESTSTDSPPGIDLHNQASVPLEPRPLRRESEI
Numbers without * were called inactive; i = inactive; . = not tested or not shown. Outcome played no part in choosing rows. About 2.6% of those tested had a hit in this group.

SMILES	KCNQ2 inh	CHT block	Kir21 inh
CC(C)CCOP(=O)(c1ccc(N(C)C)cc1)C(O)c1c(Cl)cccc1Cl (configuration not stated)	-5.6*	i	-0.66
COc1ccc(OC)c(-c2cc(C(=O)NCc3ccc(Cl)cc3)no2)c1	i	i	0.07
COc1ccc(C)cc1NC(=O)CCCN1C(=S)NC(C)(C)CC1C (configuration not stated)	i	i	-0.63
CCCNC(=O)c1onc(CSc2ccncc2)c1C(=O)NCCC	i	i	1.3
Nc1c(-c2cccc([N+](=O)[O-])c2)nc2ccccn12	i	i	-0.02
CN1c2ccc(C=O)c3c(C=O)ccc(c23)N(C)C1(C)C	i	i	-7.7
COc1ccc(NC(=O)N2C3CCCC2CC(NC(=O)c2ccccc2)C3)cc1 (configuration not stated)	i	i	0.89
N#C/C(=C\c1ccccc1[N+](=O)[O-])C(=O)NCc1ccccc1	i	i	-1.1
COc1ccc(NC(=O)CC2SC(=Nc3ccccc3)NC2=O)c(OC)c1 (configuration not stated)	i	i	-0.63
Nc1ncc(-n2cncn2)c(-c2ccc(Cl)cc2)n1	i	i	-0.49
COc1ccc(S(=O)(=O)N2CCOC23CCN(S(=O)(=O)c2ccc(F)cc2)CC3)cc1	i	i	0.36
O=C(Cn1ccsc1=NC(=O)c1ccco1)c1ccccc1	i	i	0.73
O=C(CC(Nc1ccccc1Cl)C(=O)O)c1ccccc1 (configuration not stated)	i	i	-0.42
CN(CC(O)COc1ccc(S(=O)(=O)N2CCOCC2)cc1)C1CCCCC1 (configuration not stated)	i	i	0.08
CC(C(=O)NC(c1ccccc1)c1ccccc1)N1CCOCC1 (configuration not stated)	i	i	0.26
Cc1ccc(-n2c(SCC(=O)OC(C)C)nnc2-c2ccccn2)cc1	i	i	-0.01
COc1ccc(NC(=O)/C(Cl)=C(/Cl)S(=O)Cc2ccc(C)cc2)cn1 (configuration not stated)	i	i	-5.2*
N#CCCN(C(=O)COc1ccc(C#N)cc1)c1ccc(F)cc1	i	i	-0.21
CCc1c(O)nc(SCC(=O)N2CCCCC2)n(-c2ccccc2C)c1=O	i	i	1.9
CC(C)Cc1c(O)nc(SCC(=O)Nc2ccc3c(c2)CCC3)[nH]c1=O	i	i	0.02
O=C(C1CCN(Cc2cccs2)CC1)N1CCN(Cc2ccc3c(c2)OCO3)CC1	i	i	-1.3
O=C(CSCC(=O)N1CCCCC1)OCC(=O)c1c[nH]c2ccccc12	i	i	-2
CN(n1cnc2ccccc2c1=O)S(C)(=O)=O	i	i	-0.34
CCCc1nnc(NC(=O)Nc2ccccc2OC)s1	i	i	0.02
Cc1ccc(NC(=O)C(=O)NCCOc2ccccc2Cl)cc1	i	i	0.73
Following part
SMILES	KCNQ2 inh	CHT block	Kir21 inh
CS(=O)(=O)N1CCC(C(=O)Nc2ccc3c(c2)OCCO3)CC1	i	i	0
Cc1ccc(OCCOCCOc2ccc(Br)cc2/C=N\NC(=O)c2ccncc2)cc1	i	i	0.46
Cc1ccc(N=C2S/C(=C/c3cccc(OCC(=O)O)c3)C(=O)N2C)cc1C	i	i	1.1
CC(=O)Nc1ccc(N(C(=O)CNC(=O)c2ccco2)C(C(=O)NCC2CCCO2)c2ccccc2)cc1 (configuration not stated)	i	i	-0.87
Cc1csc(NC(=O)CSc2nnc(NC(=O)NC(C)(C)C)s2)n1	i	i	0.78
COc1cccc(-c2nc(CS(=O)(=O)CC(=O)N3CCN(C)CC3)c(C)o2)c1	i	i	1.6
O=C(NCc1ccc(C(F)(F)F)cc1)C1CC(c2ccccc2C(F)(F)F)=NO1 (configuration not stated)	i	i	0.19
CC(C)C(=O)c1c(C(C)C)nn2ccccc12	i	i	0.05
COc1ccc(CC(=O)Nc2nnc(SCC(=O)NCc3ccco3)s2)cc1OC	i	i	1
O=C(NCCc1cccc(F)c1)C1CCN(S(=O)(=O)c2ccc(F)cc2)CC1	i	i	-1.4
O=C(Nc1ccc(NS(=O)(=O)c2ccccc2)cc1)c1cccnc1	i	i	0.97
O=c1cc(CSc2nnc(Nc3ccccc3F)s2)nc2sccn12	i	i	-0.08
COc1ccc(C(=O)NC2CCCCC2)cc1S(=O)(=O)N1CCOCC1	i	i	0.46
O=[N+]([O-])c1ccc(N2CCCCC2)s1	i	i	0.19
Cc1ccc(C(=O)NCCCNC(=O)COc2ccc(C)c(C)c2)cn1	i	i	1.9
Cc1ccc(CNC(C)(C)CO)cc1	i	i	0.7
CCC(=O)c1ccc(N2CCN(C(=O)c3cc([N+](=O)[O-])ccc3F)CC2)c(F)c1	i	i	-0.74
COCCn1c(SCc2nnc(-c3ccccc3)o2)nc2sc3c(c2c1=O)CCC3	-6.6*	.	0.35
COC(C/C=C\[C@H](O)[C@@H](C)OCc1ccccc1)OC	i	i	-0.43
CS(=O)(=O)c1ccc(C(=O)OCC(=O)NC2CCS(=O)(=O)C2)cc1[N+](=O)[O-] (configuration not stated)	i	i	0.44
S=c1[nH]nc(C(c2ccccc2)C2CCCCC2)o1 (configuration not stated)	i	i	-1.4
CCOC(=O)C(C)Oc1c(C(=O)OC)sc2ncccc12 (configuration not stated)	i	i	-0.28
COCc1c(C(=O)N/N=C(\C)c2ccncc2)nnn1-c1nonc1N	i	i	1.7
CCCc1[nH]nc2c1C1(C(=O)N(C(C)C)c3ccccc31)C(C#N)=C(N)O2 (configuration not stated)	i	i	-0.07
CC(=O)c1ccc(N2CCN(C(=O)C3CCN(S(=O)(=O)Cc4ccccc4)CC3)CC2)cc1	i	i	0.02

Ordered by heavy-atom count (rising): 3 of the compounds above.
SMILES	KCNQ2 inh	CHT block	Kir21 inh
COC(C/C=C\[C@H](O)[C@@H](C)OCc1ccccc1)OC	i	i	-0.43
COCc1c(C(=O)N/N=C(\C)c2ccncc2)nnn1-c1nonc1N	i	i	1.7
COCCn1c(SCc2nnc(-c3ccccc3)o2)nc2sc3c(c2c1=O)CCC3	-6.6*	.	0.35

Later entries:
SMILES	KCNQ2 inh	CHT block	Kir21 inh
COc1ccc(OC)c(NC(=O)C2CC(=O)N(CCc3ccccc3)C2)c1 (configuration not stated)	i	i	0.4
S=c1[nH]nc(-c2ccc(Cl)cc2)n1CCCN1CCOCC1	i	i	0.13
N#CCCSCc1ccc2oc(C(=O)O)cc2c1	i	i	0.79
COc1ccc(N2CCN(CCNC(=O)Nc3ccc(C)c(Cl)c3)CC2)cc1	i	i	0.29
Cc1cccc(CC(=O)N2CCOCC2)c1	i	i	-1.5
CCN(CC)CCn1c2c(c(SCC(=O)Nc3ccc(C(C)C)cc3)nc1=O)CCCC2	i	i	-0.63
COC(=O)c1ccccc1NC(=O)C1=CC(c2cccs2)=NS(=O)(=O)N1C	i	i	-0.1
COc1ccc(NC(=O)c2ccccc2OCc2ccc(F)cc2)c(OC)c1	i	i	0.58
O=C(Cn1cnc2c(nnn2Cc2ccc(F)cc2)c1=O)NCc1ccco1	i	i	-0.01
COc1ccc(N(C(=O)c2cccnc2)S(=O)(=O)c2ccccc2)cc1	i	i	-0.79
CC(=O)c1cc(C(C)=O)c(C)nc1C	i	i	-0.02
CCN(CC)C(=O)Oc1ccc(NC(C)=O)cc1	i	i	-0.04
O=C(O)CC1S/C(=N/N=C/c2ccc(-c3ccc(Cl)c([N+](=O)[O-])c3)o2)NC1=O (configuration not stated)	i	i	-1.8
COC(=O)Cc1ccc(NC(=S)NCc2ccco2)cc1	i	i	2.6
CC(C)N(C(=S)NCc1ccccc1)c1ccccc1	i	i	-1.2
COC1c2ccccc2C(=O)N1CCc1ccc(Cl)cc1 (configuration not stated)	i	i	-1.8
N#CC1=C(SCC(=O)NC2CCCCC2)NC(=O)CC1c1ccco1 (configuration not stated)	i	i	1.1
COc1cccc(C(=O)C2CCCN(C(=O)c3ccc(C#CC(C)(C)O)cc3)C2)c1 (configuration not stated)	i	i	-0.48
Cc1ccc(/C=N/Nc2ccc(Cl)nn2)cc1	i	i	1.2
Cc1ccc(C)c(NC(=O)CN(C)C(=O)c2sccc2C)c1	i	i	-0.61
Cc1cc(C)cc(NC(=O)C(=O)NCCc2c[nH]c3ccccc23)c1	i	i	-0.02
CC1(C)CC2(CC(c3ccccc3)c3ccc(O)cc3O2)NC(=S)N1 (configuration not stated)	i	i	-0.01
Cc1c(NC(=O)c2cccs2)cccc1C(=O)O	i	i	0.04
COc1ccc(Br)cc1-c1nc(CCl)cs1	i	i	-0.8
CC(=O)c1ccc(NC(=S)Nc2cccc3cnccc23)cc1	i	i	-0.02

One compound at a time (already shown). Order of screens: KCNQ2 inh	CHT block	Kir21 inh
COC1c2ccccc2C(=O)N1CCc1ccc(Cl)cc1 (configuration not stated) across the screens: i	i	-1.8
COc1ccc(N(C(=O)c2cccnc2)S(=O)(=O)c2ccccc2)cc1 across the screens: i	i	-0.79
CC1(C)CC2(CC(c3ccccc3)c3ccc(O)cc3O2)NC(=S)N1 (configuration not stated) across the screens: i	i	-0.01
Cc1cc(C)cc(NC(=O)C(=O)NCCc2c[nH]c3ccccc23)c1 across the screens: i	i	-0.02

The listing picks up with the two entries that preceded the break.
SMILES	KCNQ2 inh	CHT block	Kir21 inh
COc1ccc(Br)cc1-c1nc(CCl)cs1	i	i	-0.8
CC(=O)c1ccc(NC(=S)Nc2cccc3cnccc23)cc1	i	i	-0.02
COc1ccc(-c2c(=O)n(OCc3ccccc3[N+](=O)[O-])c3ccccc3[n+]2[O-])c(OC)c1	i	i	0.73
CCOc1cc(C(=O)Nc2ncn[nH]2)cc(OCC)c1OCC	i	i	-0.1
O=C(NNC(=S)NC(=O)c1cccc([N+](=O)[O-])c1)c1ccc(O)cc1	i	i	-0.03
COCCn1c(SCC(=O)N2CCc3ccccc3C2)nc2cc(Cl)ccc2c1=O	i	i	0.67
CC(C)(C)OC(=O)N1CCC(c2cc(=O)n3[nH]c(-c4ccc(Cl)cc4)cc3n2)CC1	i	i	-0.78
Cc1cc(C)cc(-n2c(C)cc(C(=O)CSc3nnnn3C)c2C)c1	i	i	0.37
Cc1ccc2nc(/C(C#N)=N/O)[nH]c2c1	i	i	-2.7
C#CCNC(=O)C1=C[C@@H](c2ccc(Br)cc2)C[C@@H](OCc2ccc(CO)cc2)O1	i	i	-0.36
CN=C(NC#N)SCC(=O)c1ccc(Cl)cc1Cl	i	i	-0.92
COc1ccc(OC)c(Nc2nc(-c3c(C)nc4ncccn34)cs2)c1	i	i	0.24
Cn1c(=O)[nH]c2cc(Cl)cnc21	i	i	-1
O=c1cc(N2CCCCC2)[nH]c(=O)n1C1CCCCC1	i	i	-0.91
COc1ccc2c(c1)c(C(=O)N/N=C/c1ccc(O)c(O)c1)c(C)n2C	i	i	-1.5
Cc1ccc(Nc2c([N+](=O)[O-])ccc3c2=NC2(CCCCC2)N=3)cc1	i	i	-0.01
C=C(C)c1cccc(C(C)(C)NC(=O)NCc2ccc(OC)cc2)c1	i	i	1.3
O=C1N=C(N2CCOCC2)S/C1=C\c1ccccc1OS(=O)(=O)c1ccccc1	i	i	2.3
CN(C)S(=O)(=O)c1ccc(Cl)c(NC(=O)CN2CCc3ccccc3C2)c1	i	i	-1.1
S=c1[nH]nc(C2CCCCC2)n1/N=C/c1cccc(Cl)c1Cl	i	i	-1.1
Cc1ccc(C(=O)N/C(=C\c2ccc(-c3cccc([N+](=O)[O-])c3)o2)C(=O)NCCCN(C)C)cc1	i	i	0.55
Cc1cc(C(=O)OCC(=O)Nc2cc(C(F)(F)F)ccc2N2CCOCC2)c(C)o1	i	i	0.04
CC(=O)c1ccc(NC(=O)CSc2nnc(NC(=O)C3CC3)s2)cc1	i	i	-0.86
CCOc1ccc(-c2noc(CCCC(=O)NCC3CCCO3)n2)cc1OC (configuration not stated)	i	i	-1.2
C=CCn1c(CCc2cc(C(C)(C)C)c(O)c(C(C)(C)C)c2)n[nH]c1=S	i	i	-1.6
Nc1nnc(N2CCc3ccccc32)s1	i	i	-1.8
Cc1cc(NC(=O)c2cncc(Br)c2)n(-c2ccccn2)n1	i	.	-1.8
More compounds follow:
SMILES	KCNQ2 inh	CHT block	Kir21 inh
COc1cc(/C=C2/SC(N)=NC2=O)ccc1Oc1ccc([N+](=O)[O-])cc1[N+](=O)[O-]	i	i	-0.37
Nc1cccnc1Oc1ccc(F)cc1	i	i	1.2
O=c1c2ccccc2ncn1-c1ccc([N+](=O)[O-])cc1[N+](=O)[O-]	i	i	1.5
COc1cc(NS(=O)(=O)c2ccc(NC(=O)COc3ccccc3Cl)cc2)nc(OC)n1	i	i	1.5
COC(=O)c1ccc(N=NNc2ccc(C(=O)OC)cc2)cc1	i	i	0.64
CNCCCOc1ccc2c(c1)CCC2	i	i	2.1
N=c1c(S(=O)(=O)c2ccc(Cl)cc2)cc2c(=O)n3ccccc3nc2n1C1CCCCC1	i	i	0.3
CCC(C)C(NC(=O)C1CCC(C)CC1)C(=O)NC(C(=O)OC)C(C)C (configuration not stated)	i	i	0.44
CCc1c(C)c2c(C)nn(-c3ccccc3)c2oc1=O	i	i	1.6
CCCOc1ccc(C(=O)CCC(=O)NNC(=O)c2ccncc2)cc1	i	i	0.12
Cn1c(=O)c2c(nc(NCCCN3CCOCC3)n2Cc2cccc(Cl)c2)n(C)c1=O	i	i	0.01
O=C(c1cc(-c2ccco2)nc2ccccc12)N1CCN(c2ccc(F)cc2)CC1	i	i	-0.43
O=C(CC(=O)N/N=C/c1ccc(C(=O)O)cc1)NCCc1ccccc1	i	i	0
CCOC(=O)Cc1csc(NC(=O)CSc2nnc(-c3cccnc3)n2Cc2ccco2)n1	i	i	-1
CC1CCN(S(=O)(=O)c2ccc(C(=O)Nc3nnc(-c4ccco4)o3)cc2)CC1	i	i	0.22
Cc1cc(=O)c2cc(Br)ccc2[nH]1	i	i	-1.6
